Source: PubChem
Growth percent in the NCI-60 one-dose screen (48 h, 10 µM unless noted): 100 = growth as untreated, 0 = no growth, -100 = all killed.
OVCAR-5 = OVCAR-5 ovarian cancer. 2.9% of 82,000 active. AID 1794783
OVCAR-4 = OVCAR-4 ovarian cancer cells; 3.7% of 80,000 active; AID 1794784
SK-OV-3 = SK-OV-3 ovarian cancer cells; 3.2% of 80,000 active
PC-3 = PC-3 prostate cancer cells; AID 1794754; 3.9% of 80,000 active
IGROV1 = IGROV1 ovarian cancer. 4.7% of 79,000 active. AID 1794786
OVCAR-8 = OVCAR-8 ovarian cancer; AID 1794782; 4.4% of 81,000 active
OVCAR-3 = OVCAR-3 ovarian cancer; 7% of 79,000 active
DU-145 = DU-145 prostate cancer; 4.2% of 81,000 active
The depositor's hits bear a star; x = not tested or not shown; & = joins results of further samples; ! = repeats disagree. The calls were made as follows: active = growth percent below 10; inactive = the rest.

item	SMILES	OVCAR-5	OVCAR-8	DU-145	OVCAR-4	PC-3	SK-OV-3	IGROV1	OVCAR-3
1	O=BNc1ccccc1	104.6	105.8	101.3	113.4	x	133.3	104.8	111.0
2	CCn1cc(C(=O)O)c(=O)c2cc(F)c(N3CCN(C(=O)CSc4nc(N)cc(N)n4)CC3)cc21	96.9	98.5	117.7	111.8	93.2	98.5	101.3	104.8
3	O=C(CS(=O)(=O)Cc1ccccc1)c1ccccc1	102.0&90.9	98.4&99.3	115.9&109.5	97.5&112.2	95.9&100.2	112.9&100.7	113.0&107.4	108.5&103.6
4	C/C=C/CC(C)C(O)[C@H](NC(=O)[C@@H]1CCCN1C(=O)[C@](C)(CC)NC(=O)CCCCCCCCC)C(=O)N[C@@](C)(CC)C(=O)N[C@@H](CCC(N)=O)C(=O)N[C@H](CCC(N)=O)C(=O)NC(C)(C)C(=O)NC(C)(C)C(=O)N[C@@H](CCC(N)=O)C(=O)N[C@H](CC(C)C)C(=O)N[C@H](CO)CC(C)C (stereo partly specified)	-92.0*!	-54.9*!	-48.7*	43.1&86.8	-63.6*!	19.3&107.1	-14.1*!	7.5*
5	CC1NC(=S)NC(c2cccs2)=C1C(=O)/C=C/Nc1ccccn1 (stereo unspecified)	100.3	105.2	122.0	103.2	80.2	74.2	85.9	108.8
6	COc1ccc(Cn2cc(Cn3c(=O)c(-c4nc5ccccc5[nH]4)cc4ccccc43)nn2)cc1OC	95.2	97.8	106.7	99.3	104.9	x	87.6	110.6
7	O=CN1N=C(c2ccc(Nc3ccnc4cc(Cl)ccc34)cc2)CC1c1ccccc1 (stereo unspecified)	84.1	51.8	35.8	39.0	42.4	41.3	50.2	14.6
8	O=C(Nc1ccc(C(=O)/C=C/c2ccc(N3CCCC3)cc2)cc1)Nc1ccc([N+](=O)[O-])cc1	103.7	101.1	109.2	x	95.8	100.1	92.9	104.0
9	O=CNc1ccc(S(=O)(=O)c2ccc([N+](=O)[O-])cc2)cc1	102.7	88.8	95.2	93.4	67.6	85.1	97.0	98.2
10	CCCCCCCCSCCO	111.0	101.9	105.7	115.3	91.9	97.8	102.3	101.6
11	O=C1CN2C(c3ccccc3)=CSC2=N1	113.2	97.6	112.4	97.7	82.4	89.5	103.9	110.5
12	O=C1c2cccc3c(NC4CCCCC4)ccc(c23)C(=O)N1c1cccc(-c2nn(-c3ccccc3)cc2-c2nc3ccccc3s2)c1	113.5	111.1	110.3	120.0	88.3	148.7	94.0	112.1

Reformatted with values under each structure: entries from further up
Below each SMILES: OVCAR-5 | OVCAR-8 | DU-145 | OVCAR-4 | PC-3 | SK-OV-3 | IGROV1 | OVCAR-3
[7] O=CN1N=C(c2ccc(Nc3ccnc4cc(Cl)ccc34)cc2)CC1c1ccccc1 (stereo unspecified)
 : 84.1 | 51.8 | 35.8 | 39.0 | 42.4 | 41.3 | 50.2 | 14.6
[8] O=C(Nc1ccc(C(=O)/C=C/c2ccc(N3CCCC3)cc2)cc1)Nc1ccc([N+](=O)[O-])cc1
 : 103.7 | 101.1 | 109.2 | x | 95.8 | 100.1 | 92.9 | 104.0
[9] O=CNc1ccc(S(=O)(=O)c2ccc([N+](=O)[O-])cc2)cc1
 : 102.7 | 88.8 | 95.2 | 93.4 | 67.6 | 85.1 | 97.0 | 98.2
[10] CCCCCCCCSCCO
 : 111.0 | 101.9 | 105.7 | 115.3 | 91.9 | 97.8 | 102.3 | 101.6
[11] O=C1CN2C(c3ccccc3)=CSC2=N1
 : 113.2 | 97.6 | 112.4 | 97.7 | 82.4 | 89.5 | 103.9 | 110.5

Following part
item	SMILES	OVCAR-5	OVCAR-8	DU-145	OVCAR-4	PC-3	SK-OV-3	IGROV1	OVCAR-3
13	FC(F)(F)c1ccc(Nc2nnc(-c3ccc(Cl)cc3)o2)cc1	115.7	94.0	113.6	105.9	85.0	91.7	105.0	106.4
14	O=C(CSc1ccc(-c2ccc(Br)cc2)nn1)Nc1ccc(Cl)c(C(F)(F)F)c1	82.9	86.4	100.3	89.2	77.6	97.7	90.0	117.7
15	Nc1ccc2c(c1Cl)C(=O)c1ccc(N)c(Cl)c1C2=O	98.5	87.7	105.8	105.2	88.1	91.1	69.8	96.5
16	CC(C)C(C(=O)O)N1C(=O)/C(=C/c2ccc3c(c2)CCCN3C)SC1=S (stereo unspecified)	106.5	97.5	113.1	94.2	93.9	100.7	105.9	107.2
17	COc1cc(-c2nn(C(C)(C)C)cc2-c2ccnc(NCCCNS(=O)(=O)c3ccc(C(F)(F)F)cc3)n2)ccc1Cl	82.8	79.6	60.7	34.0	38.6	101.0	54.3	82.2
18	Cc1ccccc1N1CCN(C(=S)Cc2ccccc2)CC1	97.5	94.8	131.2	96.1	89.1	107.8	83.6	111.7
19	CC(=O)c1cc(C(=O)c2ccc3c(c2)Sc2ccccc2N3)c2cc(C)ccn12	41.2	4.4*	0.6*	38.1	18.0	16.6	27.8	-14.3*
20	Cn1cnc2nc[nH]c2c1=O	107.6	102.6	102.7	100.1	99.6	105.2	101.0	104.5
21	COc1ccccc1[C@H]1C(C(=O)c2ccc(O)cc2)C2(N[C@@H]1c1ccccc1)C(=O)Nc1ccc(Br)cc12 (stereo partly specified)	62.7	37.5	56.0	41.1	23.2	61.4	19.2	-29.1*
22	COc1cc(OC)cc(C(=O)Nc2cccc(-c3cn(-c4ccc(S(N)(=O)=O)cc4)nn3)c2)c1	112.6	39.4	97.2	72.0	91.4	47.5	99.5	90.9
23	Clc1c(Cl)c(Cl)c2n[nH]nc2c1Cl	92.0	96.9	113.2	90.7	98.3	112.0	102.5	110.7
24	O=C(Nc1cccc([N+](=O)[O-])c1)c1ccccc1Cl	88.5	79.4	106.3	102.7	98.1	102.6	98.9	110.0

(cont.)
item	SMILES	OVCAR-5	OVCAR-8	DU-145	OVCAR-4	PC-3	SK-OV-3	IGROV1	OVCAR-3
25	O=C(O)C(Cc1ccccc1)N1C(=O)/C(=C/C(Cl)=C/c2ccc([N+](=O)[O-])cc2)SC1=S (stereo unspecified)	137.3	12.1	35.0	7.2*	31.2	83.4	36.3	10.7
26	CCN1CCN(c2nc(NNC(=O)c3ccccc3)nc(N3CCN(C(c4ccccc4)c4ccccc4)CC3)n2)CC1	96.2	74.3	71.9	38.2	48.5	89.7	53.1	52.1
27	NC1=NC(=O)C(c2ccccc2)(c2ccccc2)S1	108.7	106.8	114.0	97.0	102.6	104.7	115.2	119.0
28	CCCCCCCCCCCCCCNc1nc(-c2ccc(C(F)(F)F)cc2)ncc1-c1ccc(C(F)(F)F)cc1	107.0	119.6	111.1	113.9	89.4	98.3	95.6	100.4
29	CN1CCN(Cc2ccc3c(NNC(=O)c4ccccc4)nc4cc(F)ccc4n23)CC1	59.2	17.6	27.1	24.1	39.9	37.1	21.7	38.9
30	Oc1c(Cl)cc(Cl)c2ccc(Cn3cc(-c4cccc(C(F)(F)F)c4)nn3)nc12	94.5	80.0	63.0	65.9	83.1	106.8	85.2	15.0
31	c1ccc(-c2oc3ncn4nc(-c5ccncc5)nc4c3c2-c2ccccc2)cc1	98.4	91.9	101.7	75.9	90.4	94.8	85.1	110.4
32	COc1ccc(C(O)c2cc3c(N)c(C(=O)Nc4ccccc4)sc3nc2C)cc1 (stereo unspecified)	27.1	8.9*	2.4*	42.6	17.4	-9.8*	12.6	-16.7*
33	CCOC(=O)c1c(C)nc2ccccc2c1/C=C/c1ccc(C)cc1	85.8	70.3	95.3	62.2	62.9	82.8	60.4	81.6
34	COc1ccc(NC(=O)c2ccc(Cl)cc2)cc1	101.3	104.6	101.4	99.1	97.5	105.0	106.1	107.0
35	CNC(C)[C@H]1CCC2C3CCC4C[C@@H](N(C)C(=O)c5ccccc5)CC[C@]4(C)C3CC[C@@]21C (stereo partly specified)	81.6	47.5	61.4	-5.3*	16.3	67.0	22.8	9.5*
36	Cc1cc(N=Nc2ccc(-c3ccc(N=Nc4c(S(=O)(=O)O)cc5cc(S(=O)(=O)O)c(N=Nc6ccccc6)c(O)c5c4N)cc3)cc2)c(N)cc1N	102.9	104.5	123.3	95.2	92.3	89.2	105.1	110.3

Other records follow.
item	SMILES	OVCAR-5	OVCAR-8	DU-145	OVCAR-4	PC-3	SK-OV-3	IGROV1	OVCAR-3
37	OC1(Cc2ccc(F)cc2)CCCCCC1	99.1	100.6	102.6	103.9	99.6	92.6	102.3	104.6
38	Cc1ccc(N2COc3ccc4ccccc4c3C2)cc1	103.8&102.2	100.8&121.7	110.8&102.4	99.1&103.1	84.6&64.6	89.6&92.9	71.8&104.3	90.5&100.9
39	C/C(=N/O)c1cc(Br)c2cccc3c2c1CC3	100.5	104.2	120.6	116.3	91.3	112.9	125.2	116.3
40	Nc1ccc([N+](=O)[O-])cc1S(=O)(=O)O	113.4	102.2	115.9	109.7	104.9	101.7	102.9	108.5
41	COc1ccc2nc(NS(=O)(=O)c3ccc(N=Cc4ccccc4O)cc3)sc2c1	104.3	105.7	107.5	102.6	99.6	75.6	106.0	113.4
42	Cc1cccc(C)c1[C@H]1C[C@@](C)(O)[C@@H]2CC[C@@H](C)C[C@H]2O1	92.3	102.5	100.7	100.0	95.0	98.6	106.7	110.8
43	COc1cc(C(=O)Nc2ccc3c(c2)OCCO3)cc2c1OCCO2	83.4	97.1	111.5	109.2	99.6	108.6	104.7	113.4
44	C=C=C(CCCC)C(=O)O	108.0	106.6	103.8	105.3	104.8	122.6	111.2	110.6
45	Cc1cccc2c(Nc3ccc(NS(C)(=O)=O)cc3)c3ccc([N+](=O)[O-])cc3nc12	49.9	2.2*	-15.3*	16.6	18.0	38.3	-27.4*	-28.9*
46	COc1cccc(Cn2cc3c(c2-c2ccccc2)CCCc2cnoc2-3)c1	91.6	90.6	95.1	89.9	85.2	91.9	87.9	x
47	COc1ccc(-c2cc(-c3ccc(OC)cc3)nc(NCCCNc3ccnc4cc(Cl)ccc34)n2)cc1	105.5	-51.3*	-2.2*	-16.5*	61.5	76.8	-62.6*	91.7
48	Nc1ncnc2c1ncn2C1OCC(O)C1O (stereo unspecified)	97.5	97.0	92.5	103.6	90.6	115.8	118.4	106.9

(further entries)
item	SMILES	OVCAR-5	OVCAR-8	DU-145	OVCAR-4	PC-3	SK-OV-3	IGROV1	OVCAR-3
49	CCOC(=O)/C=C1/S/C(=N\N=C\c2ccc(OS(=O)(=O)C(F)(F)C(F)(F)C(F)(F)C(F)(F)C(F)C(F)(F)F)cc2)N(c2ccccc2)C1=O (stereo unspecified)	110.8	99.0	111.7	103.6	101.3	122.6	111.8	111.6
50	O=C(CCn1ccnc1)Nc1cc(S(=O)(=O)Nc2ccccc2Cl)ccc1O	105.9	97.3	105.4	110.9	100.7	110.2	116.1	97.3
51	Cc1ccccc1OCC(=O)O	101.4	111.4	113.3	112.7	x	103.5	101.9	119.2
52	c1ccc(SCCCc2ccncc2)cc1	106.6	98.1	106.3	89.0	68.4	91.2	100.3	99.9
53	O=C1CC(N2CCC(Oc3ccc4c(c3)OCO4)CC2)C(=O)N1c1ccccc1 (stereo unspecified)	103.6	102.7	104.4	89.8	104.9	98.2	109.2	101.4
54	C(=N/Nc1ncnc2nc[nH]c12)/c1ccccn1	50.8	28.5	32.1	31.9	31.0	28.9	-8.7*	51.0
55	COc1ccc2c(c1)CCCC21C(=O)Nc2c(Cl)cccc21 (stereo unspecified)	92.9	84.6	93.0	96.1	74.4	71.9	88.5	76.3
56	COc1ccccc1/C=N/Nc1nc(C)cc(=O)[nH]1	109.8	102.8	125.7	107.3	95.4	115.4	103.7	127.3
57	Nc1ccc(S(=O)O)cc1	x	97.1	111.1	101.4	94.3	89.2	114.0	118.5
58	COc1ccc(-c2cc(-c3cc(OC)c(OC)c(OC)c3)nc(N3CCOCC3)c2C#N)cc1	78.4	78.9	93.5	85.8	62.7	98.2	77.6	82.9
59	CCCCCCN1C(=O)CN=C1Nc1ccc2cc3ccc(NC4=NCC(=O)N4CCCCCC)cc3nc2c1	75.0	73.9	40.5	55.6	51.0	102.9	53.7	-35.9*
60	COc1ccc(OC)c(-n2cc(C#N)c(N)c2C(=O)c2ccc(C)cc2)c1	100.5	100.0	106.0	108.9	98.2	101.5	102.3	106.6

Going on with the list:
item	SMILES	OVCAR-5	OVCAR-8	DU-145	OVCAR-4	PC-3	SK-OV-3	IGROV1	OVCAR-3
61	CN1C[C@H](C(=O)N[C@]2(C)O[C@@]3(O)[C@@H]4CCCN4C(=O)[C@H](Cc4ccccc4)N3C2=O)C[C@@H]2c3cccc4[nH]cc(c34)C[C@H]21	110.1	87.9	97.1	117.2	63.2	81.6	84.7	100.7
62	Cc1nc(-c2ccc(N)cc2)ccc1C(=O)N=Nc1c(O)[nH]c2ccc(F)cc12	111.0	98.4	77.6	94.1	93.7	119.5	88.5	114.4
63	CSc1nc(Nc2cccc(NC(=O)/C(C#N)=C/c3ccccc3)c2)c(C#N)c(-c2cccc([N+](=O)[O-])c2)n1	98.9	98.5	107.3	89.8	87.0	103.5	75.3	111.6
64	COc1ccc(C(C(=O)NCc2ccccc2)N(Cc2ccc(C)o2)C(=O)CNC(=O)OC(C)(C)C)cc1OC (stereo unspecified)	90.3	96.0	117.2	101.0	99.0	109.6	95.5	105.3
65	CC(=O)N1N=C2N(Cc3ccccc3)C(=O)c3c(sc4c3CCCC4)N2C1c1cn(-c2ccccc2)nc1-c1ccc(Cl)cc1 (stereo unspecified)	100.7	100.4	112.2	114.6	92.6	88.0	x	101.3
66	COc1ccc(-c2cc(-c3cc(OC)ccc3OC)nc3sc(C(C)=O)c(N)c23)cc1	89.8	90.2	97.1	76.0	44.8	93.2	90.4	85.3
67	Cc1ccc(NC(=O)N2CCN(C)CC2)cc1	95.9	96.5	107.0	108.3	93.6	107.5	100.1	104.6
68	CC(=O)C(=Cc1ccc(Br)cc1)C(C)=O	101.5	134.7	99.2	103.8	99.0	111.5	101.4	95.9
